sdo1 growth: sdo1-depleted yeast growth rescue. hit rate 0.21% among 140,000. S. cerevisiae sdo1-depleted JHY4D growth rescue, OD600 30 h; active compounds read high; pdr5 snq2 efflux-pump mutant strain. z-score at 10 µM;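 active means z-score above 3 at both the 24 hr and the 30 hr optical density reads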;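 further: z-score against mean and SD of all compound wells on the same plate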
INS promoter inh: TRM-6 insulin promoter activity inhibition; TRM-6 cells (human fetal islet line), insulin promoter-eGFP reporter, imaging; reporter expression induced with tamoxifen; inhibition, % at 2 µM; hit rate 0.9% among 130,000; AID 1273;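 active means inhibition above the mean plus 3 SD, with well images judged a real hit on visual review, cut at about 60% in these data, passing the limit was not always enough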
sdo1 growth Rescue 24 h: further read-out of sdo1 growth, marked with its call; z-score; S. cerevisiae sdo1-depleted JHY4D growth rescue, OD600; measured here: growth rescue at 24 h;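 0 is the plate mean of compound wells and units are plate SD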
* = called active by the depositor; · = no result given; & = joins results of further samples.

Results follow in this order: sdo1 growth	sdo1 growth Rescue 24 h	INS promoter inh
#1 COCC(C)n1c(C)cc(C(=O)CSc2ccc(NC(C)=O)cc2)c1C (stereo not given)
 : 0.05	0.67	51
#2 CC12CCC(C(=O)Nc3nc4ccccc4s3)(OC1=O)C2(C)C (stereo not given)
 : ·	·	35
#3 O=C(Cc1ccc(Cl)cc1)NCc1nc(-c2ccccc2)no1
 : ·	·	42
#4 Cc1cccc(OCC(=O)Nc2ccccc2F)c1
 : ·	·	0
#5 CSCCC(=O)N1CCCC(CNC(=O)c2ccc(-c3ccccc3)cc2)C1 (stereo not given)
 : ·	·	-57
#6 O=C(Nc1cc(C(F)(F)F)ccc1N1CCCCC1)c1cccc([N+](=O)[O-])c1
 : -2.1	-1.2	38
#7 Cc1ccccc1NC(=O)/C(=C/c1ccco1)c1ccccc1
 : -1.3	-1.1	-26
#8 O=C(NCc1ccccc1)/C(NC(=O)c1ccccc1)=C(/Sc1ccccn1)c1ccccc1
 : -0.02	0.67	-72
#9 O=C(Nc1ccccc1)c1ccc(NCc2ccco2)c(S(=O)(=O)N2CCOCC2)c1
 : 0.09	-0.06	7
#10 C=C(C)c1cccc(C(C)(C)NC(=O)NCC2COCCO2)c1 (stereo not given)
 : 0.5	0.63	·
#11 O=C1c2ccccc2NC(c2ccc3c(c2)OCO3)N1O (stereo not given)
 : 0.08	-0.17	42
#12 COCCn1c(SCC(=O)Nc2ncc(Cl)c(C)c2Cl)nc2ccccc21
 : -1.4	-0.68	-18
#13 COc1ccc(COc2cc(-c3cccc(OC)c3)nc3ccc(NC(=O)c4ccccc4)cc23)cc1
 : 0.3	-0.06	15
#14 N#Cc1cc(N)ccc1Sc1ccc(Cl)cc1
 : -1.9	-1.7	13
#15 CC(=O)Nc1nc(-c2ccc(Cl)cc2)ns1
 : 0.31	0.28	-86
#16 COC(=O)c1c(N2C(=O)Nc3ccccc3N2O)sc(C)c1C
 : ·	·	14
#17 O=C(N/N=C/c1cccnc1)c1cc(-c2cccs2)nc2ccccc12
 : -0.14	2	7
#18 O=C(O)c1ccc(CNC(=O)c2ccccc2NC(=O)c2cccc([N+](=O)[O-])c2)cc1
 : ·	·	-40
#19 CN(C)c1nc(N(C)C)nc(N2CC(CCl)OC2=N)n1 (stereo not given)
 : ·	·	60
#20 CCOc1cc(CNn2cnnc2SCC(=O)NC(C)(C)C)ccc1OCC(=O)NC(C)(C)C
 : ·	·	-20

Another view of some results above.
9) O=C(Nc1ccccc1)c1ccc(NCc2ccco2)c(S(=O)(=O)N2CCOCC2)c1
- sdo1 growth: 0.09
- sdo1 growth Rescue 24 h: -0.06
- INS promoter inh: 7
10) C=C(C)c1cccc(C(C)(C)NC(=O)NCC2COCCO2)c1 (stereo not given)
- sdo1 growth: 0.5
- sdo1 growth Rescue 24 h: 0.63
- INS promoter inh: ·

3 compounds already listed, sorted by the number in INS promoter inh, high to low.
Results follow in this order: sdo1 growth	sdo1 growth Rescue 24 h	INS promoter inh
#1 COCC(C)n1c(C)cc(C(=O)CSc2ccc(NC(C)=O)cc2)c1C (stereo not given)
 : 0.05	0.67	51
#14 N#Cc1cc(N)ccc1Sc1ccc(Cl)cc1
 : -1.9	-1.7	13
#5 CSCCC(=O)N1CCCC(CNC(=O)c2ccc(-c3ccccc3)cc2)C1 (stereo not given)
 : ·	·	-57

Remaining list, next part:
Results follow in this order: sdo1 growth	sdo1 growth Rescue 24 h	INS promoter inh
#21 CCOc1ccc(Cc2n[nH]c(=S)n2N)cc1
 : 0.25	-0.48	10
#22 CCOC(=O)N1CCN(C(=O)c2ccc3nc(N4CCC(C)CC4)sc3c2)CC1
 : 0.45	-0.12	·
#23 CCCCCNC(=O)c1ccc2c(=O)n(CC3CCCO3)c(=O)[nH]c2c1 (stereo not given)
 : -0.03	-0.32	·
#24 Cc1cc(C)nc(SCNC(=O)c2ccc(Cl)cc2)n1
 : 0.35	-0.03	39
#25 C=CCNC(=O)c1onc(CSc2ccccc2CC)c1C(=O)O
 : -0.22	0.05	22
#26 O=C(COC(=O)CSCC(=O)N1CCCCC1)NCc1ccc(F)cc1
 : 1.1	1.4	6
#27 Cc1ccc(S(=O)(=O)N(CC(=O)N2CCN(c3ccc(F)cc3)CC2)C2CCCCC2)cc1
 : -1.8	-0.74	-47
#28 Cn1ccnc1-c1nc2ccccc2[nH]c1=O
 : -1.6	-1	·
#29 O=C(CC(C(=O)O)C1CCCO1)Nc1cccc(C(F)(F)F)c1 (stereo not given)
 : -0.45	-0.64	-21
#30 COc1ccc(S(=O)(=O)NC2CCCCC2)cc1C
 : 0.41	0.71	18
#31 CCOC(=O)c1c2c(n(C)c1C)C(=O)C(=O)c1ccc(Br)cc1-2
 : ·	·	5
#32 Oc1ccc(/C=N/Nc2ncnc3c2ncn3Cc2ccccc2)cc1O
 : 8.2	2.6	10
#33 CCCCCC(=O)Nc1ccc(S(=O)(=O)Nc2nccc(C)n2)cc1
 : ·	·	45
#34 COc1cc(S(=O)(=O)NCc2ccncc2)c(OC)cc1Cl
 : ·	·	-114
#35 COc1cc(/C=N/NC(=O)C2COc3ccccc3O2)cc(OC)c1OC (stereo not given)
 : -0.32	-1.7	14
#36 O=C(NNc1cc(Cl)ccc1Cl)c1cccnc1Cl
 : ·	·	11
#37 CCc1ccc(C2=NN(c3ccc(S(N)(=O)=O)cc3)C(c3ccc(F)cc3)C2)cc1 (stereo not given)
 : -2.5	-2.3	22
#38 Cc1nc(SCc2cccc(Oc3ccccc3)c2)n[nH]1
 : -1.7	-1.3	31
#39 CCCC1Cc2nc(N3CCCCC3)c(C#N)cc2CO1 (stereo not given)
 : -0.29	-0.68	31
#40 COCCCn1cc(C(=O)c2cc(Br)ccc2O)cc(C#N)c1=O
 : ·	·	35

Additional results.
Results follow in this order: sdo1 growth	sdo1 growth Rescue 24 h	INS promoter inh
#41 CC(C)n1c(-c2ccccc2)nc(=S)c2c1CCCC2
 : 0.12	0.55	-29
#42 CCOc1nc(C)nc(NC(=O)NS(=O)(=O)c2ccccc2Cl)n1
 : 0.21	-0.16	10
#43 N#CCc1nn(-c2ccccc2)c(N)c1C#N
 : 0.18	-0.18	-4
#44 CCOC(=O)C(=CNc1cc(C)ccn1)C(=O)OCC
 : 0.87	0.72	-11
#45 O=C(NCC(c1cccnc1)N1CCN(c2ccc(F)cc2)CC1)OCc1ccccc1 (stereo not given)
 : -2.1	-0.83	21
#46 CCN(CC)CCn1c(O)c(N=O)c2ccccc21
 : 1.3	1	·
#47 CCOC(=O)c1c(C)[nH]c(C)c1C(=O)CSc1nc2ccccc2c(=O)n1-c1ccc(C)cc1
 : -0.1	0.15	-87
#48 Cc1cc(Oc2ccc(Cl)cc2)nc(-c2ccccc2O)n1
 : -1	-0.33	62
#49 CCOCCCNC(=O)c1ccc2c(=O)n(Cc3ccc(OC)cc3)c(=O)[nH]c2c1
 : ·	·	13
#50 CN(C)CC(C)(C)CNS(=O)(=O)c1ccc(Cl)cc1
 : ·	·	-9
#51 Cc1ccc(C(=O)NC(=S)Nc2ccc(S(=O)(=O)N3CCN(C)CC3)cc2)cc1
 : -0.02	-0.87	·
#52 O=C(CN(CC1CCCO1)S(=O)(=O)c1ccc(S(=O)(=O)NC2CC2)cc1)Nc1ccccc1 (stereo not given)
 : 0.69	0.17	-45
#53 O=C1CN(c2ccc(Br)cc2)C(=O)N1CC(=O)N1CCCc2ccccc21
 : -0.55	-1.3	-179
#54 Cc1cc(=O)n2cc(-c3ccccc3)nc2[nH]1
 : 0.37	0.35	-8
#55 COc1ccc(-n2ncc3c(NCc4ccc5c(c4)OCO5)ncnc32)cc1
 : 0.45	1.6	75*
#56 CC(=O)c1ccc(N2CCN(CC(=O)Nc3cc(C)on3)CC2)cc1
 : ·	·	-33
#57 C/C(=N\NC(=O)CCc1c[nH]c2ccccc12)c1ccc([N+](=O)[O-])cc1
 : -1.1	-1.4	-17
#58 CCCc1nnc(NC(=O)CN2C(=O)C3C4C=CC(C4)C3C2=O)s1 (stereo not given)
 : 0.52	-0.13	-25
#59 O=C(COc1ccccc1)N/N=C/c1ccc([N+](=O)[O-])o1
 : 0.19	0.37	·
#60 Cc1c(Br)c([N+](=O)[O-])nn1CCCC(=O)Nc1c(C)n(C)n(-c2ccccc2)c1=O
 : ·	·	17

The listing continues:
Results follow in this order: sdo1 growth	sdo1 growth Rescue 24 h	INS promoter inh
#61 Cc1ccc(N=C/C(C(=O)C(F)(F)F)=C(\O)c2ccco2)cc1Cl
 : -0.79	-0.85	-3
#62 O=C(NCCC1=CCCCC1)C1CCN(S(=O)(=O)c2cccc3nonc23)CC1
 : 0.56	0.72	17
#63 COc1ccc(N2CC(NC(=O)NCC(C)C)CC2=O)cc1 (stereo not given)
 : 0.18	-0.42	-60
#64 CCCCC(=O)Nc1nc2ccc3nc(C)sc3c2s1
 : -2.5	-1.8	·
#65 COc1ccc(CNC(=O)COC(=O)C2CC3C=CC2C3)cc1 (stereo not given)
 : 1.8	1.9	·
#66 N#CCCN1CCN(C(=O)c2c(N)no[n+]2[O-])CC1
 : ·	·	17
#67 O=C(O)c1ccc(/C=N/N2CCN(Cc3ccccc3)CC2)cc1
 : 1.7	1.4	-60
#68 COc1ccc(Cl)cc1NC(=O)C12CCC(C)(C(=O)O1)C2(C)C (stereo not given)
 : 0.24	1.1	-29
#69 O=C(NCc1ccc(N2CCCC2=O)cc1)Nc1cccc(Cl)c1
 : 0.12	-0.47	60
#70 Cc1nc2sc(C(c3cccc(F)c3)N3CCCCC3)c(O)n2n1 (stereo not given)
 : 1.1	1.1	19
#71 COc1ccc(-n2c(CNc3ccc(C)cc3)nnc2SCC(=O)Nc2nc(-c3ccccc3)cs2)cc1
 : -0.26	-0.88	·
#72 O=C(O)CCCC(=O)N1CC(=O)Nc2ccccc21
 : 1.1	1.1	-55
#73 S=C(NCCN1CCOCC1)Nc1cccc2ccccc12
 : 0.69	0.58	25
#74 CCS(=O)(=O)N1CCN(c2ccccc2F)CC1
 : 0.48	-0.09	-11
#75 O=C(O)c1ccc(Nc2cc(Cl)c3nonc3c2[N+](=O)[O-])cc1
 : ·	·	18
#76 CCC(c1nnc(SCC(=O)Nc2nnc(-c3ccccc3)o2)n1Cc1ccccc1)N(C)C (stereo not given)
 : -0.78	-1.3	·
#77 Cc1ccc(NC(=O)c2ccc(Cl)c(N3C(=O)C=CC3=O)c2)cc1
 : -1.6	-0.42	0
#78 CC1=C(C(=O)OCc2ccc3c(c2)OCO3)C(c2ccc(F)cc2)NC(=O)N1 (stereo not given)
 : -0.87	-1.2	59
#79 CC(=O)c1c(C)n(-c2ccccc2)c2ccc(OCC(O)CN3CCOCC3)cc12 (stereo not given)
 : 0.88	-0.11	18
#80 CC(NC(=O)CCc1nnc(-c2ccc(-c3ccccc3)cc2)o1)c1nccs1 (stereo not given)
 : ·	·	22

Another view of some results above:
item | Compound | sdo1 growth | sdo1 growth Rescue 24 h | INS promoter inh
80 | CC(NC(=O)CCc1nnc(-c2ccc(-c3ccccc3)cc2)o1)c1nccs1 (stereo not given) | · | · | 22
59 | O=C(COc1ccccc1)N/N=C/c1ccc([N+](=O)[O-])o1 | 0.19 | 0.37 | ·
47 | CCOC(=O)c1c(C)[nH]c(C)c1C(=O)CSc1nc2ccccc2c(=O)n1-c1ccc(C)cc1 | -0.1 | 0.15 | -87

(cont.)
Results follow in this order: sdo1 growth	sdo1 growth Rescue 24 h	INS promoter inh
#81 COC(=O)c1cc(NC(=O)CCc2c(C)nc3ncnn3c2C)cc(C(=O)OC)c1
 : 0.62	0.25	-14
#82 ClC(Cl)(c1nnnn1-c1ccccc1)c1nnnn1-c1ccccc1
 : -0.51	0.16	-19
#83 COCCNC(=S)NC(=O)c1ccc(C(C)(C)C)cc1
 : ·	·	6
#84 Cc1ccc(NC(=O)Nc2nnc(-c3ccncc3)s2)cc1
 : ·	·	31
#85 CC(C)CC(NC(=O)C(CC(C)C)NC(=O)OC(C)(C)C)C(=O)O (stereo not given)
 : 0.31	-0.17	21
#86 O=C(c1cc(-c2ccc(Cl)cc2Cl)on1)N1CCOCC1
 : 0.53	-0.27	-10
#87 O=S(=O)(NCCCN1CCOCC1)c1ccc2ccccc2c1
 : ·	·	-10
#88 Cc1ccc(C2C(C#N)=C(N)Oc3cc(C)oc(=O)c32)o1 (stereo not given)
 : ·	·	-17
#89 c1ccc(-c2cc(-c3nc4ccccc4[nH]3)c3ccccc3n2)cc1
 : -2.3	-1.6	22
#90 CCCCN1C(=O)c2ccc(C(=O)Nc3ccc(C)c(S(=O)(=O)N(C)C)c3)cc2C1=O
 : -0.3	-0.74	·
#91 O=C(Nc1ccc2c(c1)OCCO2)C1CCCN(S(=O)(=O)c2cccc3nsnc23)C1 (stereo not given)
 : -0.39	-1.2	-26
#92 CCOC(=O)C1=C(c2ccccc2)N=C2SCC(=O)N2C1c1ccc(O)c(OC)c1 (stereo not given)
 : -0.12	0.71	17
#93 CSCCC(NS(=O)(=O)c1ccc2[nH]c(=O)c(=O)[nH]c2c1)C(=O)O (stereo not given)
 : ·	·	7
#94 Cc1nn(-c2ccccc2)c(C)c1/C=N\N1CCN(c2ccc(Cl)cc2)CC1
 : 0.13	1.5	-23
#95 COCCCN1CN(S(=O)(=O)c2ccc(Cl)cc2)c2nc3ccccc3nc21
 : -1.5	-0.98	-19
#96 CCCCn1c(SCC(=O)O)nc2ccccc21
 : 0.72	1.2	11
#97 O=C1c2ccccc2C(O)N1Cc1ccccc1 (stereo not given)
 : -0.23	-0.61	·
#98 COc1ccc(CCN(Cc2nc3ccccc3c(=O)[nH]2)C(=O)c2ccco2)cc1
 : -0.59	0.03	17
#99 CN(CC(=O)N1CC=C(c2ccccc2)CC1)S(=O)(=O)c1ccc2c(c1)c(=O)n(C)c(=O)n2C
 : -0.06	-0.39	·
#100 O=C1c2cccc3cccc(c23)C(=O)N1CCN1CCN(C(=S)Nc2ccccc2)CC1
 : -0.17	-0.5	40
#101 CCC(=O)N1CCc2cc(S(=O)(=O)NCCC(=O)N3CC=C(c4ccccc4)CC3)ccc21
 : -1.2	-0.67	-20
#102 O=c1cc(CO)oc(CN2CCN(c3ccccc3F)CC2)c1O
 : 0.03&2.2	-0.4&2.6	·

Screening results (PubChem BioAssay)
